SSB-PriA inh – K. pneumoniae PriA-SSBct interaction inhibition; AlphaScreen SSBct-PriA binding, biotinylated peptide; inhibition, % at 33 µM; 430,000 tested, 0.6% active; AID 1272365; in the data active = inhibition mostly above about 37%, no sharp cut-off; inactive = mostly below about 20%;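 note: plate controls were negative control peptide for no effect and reference peptide for full effect; strong numbers were not always called active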
* marks the source's active call; other numbers are inactive results; & = joins results of further samples.

smiles | SSB-PriA inh
N#CCCn1cc(/C=C/C(=O)OCC(=O)c2ccccc2)c(-c2ccc(F)cc2)n1 | 7.0
CCOc1ccc(N2N=NC3C(=O)N(c4cccc(Cl)c4)C(=O)C32)cc1 (configuration not stated) | -8.0
CC(=NN1C(=O)c2ccccc2NC1c1ccco1)c1ccccc1O (configuration not stated) | -7.6
Cc1ccccc1C1CCN(C(=O)c2ccsc2)CCS1 (configuration not stated) | 1.0
CC(C)CC(=O)Nc1cc(C(=O)N2CCCC2)cn(C)c1=O | -9.0
O=C(NCC(c1ccco1)N1CCN(c2ccccc2F)CC1)c1ccc(C(F)(F)F)cc1 (configuration not stated) | 7.0
O=C(c1ccc(Cl)nc1)N1CCOCC1 | -11.0
Cc1cc(=O)n2c(n1)SCC2CC(=O)NC(c1ccccc1)c1ccccc1 (configuration not stated) | 1.0
CO[C@@H](CNC(=O)c1cc(-c2ccccc2)on1)c1cccc(F)c1 | -4.0
CC(=NNC(=O)CCCNc1cccc(C)c1)c1ccncc1 | -2.1
CCc1nnc2ccc(N3CCN(S(=O)(=O)c4cc(C)c(C)cc4C)CC3)nn12 | 15.0
COc1ccc(CCNC(=O)CCCN2C(=O)c3cccc4cccc(c34)C2=O)cc1OC | -5.0&11.0
CC(=O)[C@@H](C(=O)N(C)C)n1cnc2c(cnn2-c2cccc(Cl)c2)c1=O | -12.0
O=C(Cc1cccc2ccccc12)Nc1ccc2c(c1)CCC(=O)N2 | -14.0
Cc1ccc(-c2nnc(NC(=O)CSc3nncn3C)s2)cc1 | -19.0
Cc1cc(C)n(-c2cc(N3CCC[C@H](C(=O)Nc4cccnc4)C3)ncn2)n1 | -5.0
CCOC(=O)C1CCc2sc(NC(=O)C3CN(c4ncnc5c4nnn5C)C3)nc21 (configuration not stated) | -15.0
COc1ccc(S(=O)(=O)CC(=O)Nc2nnc(-c3ccccc3OC)o2)cc1 | 13.0
Cc1ccc(N2CCN(N=Cc3ccccc3[N+](=O)[O-])CC2)cc1 | 10.4
CCn1c(C)c(C(C)=O)c2cc(OC[C@@H](O)CN3CCc4ccccc4C3)ccc21 | 3.0
Cc1cc(C(=O)Nc2nnc(-c3ccccc3)o2)no1 | 9.0
O=C(NCCn1ccn2nccc12)Nc1ccc2c(c1)OCO2 | -10.0
CCOC(=O)c1cnn2ccc(NC(=O)c3cccn(C)c3=O)cc12 | -3.0
COc1cc(OC)cc(C(=O)NNc2nc3c(F)cccc3s2)c1 | -11.0
CN1CCN(C(CNC(=O)NC(C)(C)C)c2ccc(F)cc2)CC1 (configuration not stated) | -17.0&6.0
Cc1ccc2c(c1)CCCN2S(=O)(=O)Cc1noc2ccccc12 | 1.0
Cc1ccccc1Cn1cnc2c(cnn2CCNC(=O)/C=C\c2ccccc2)c1=O | -3.0
CSc1ccc(CCC(=O)NCc2cncc(-c3ccsc3)c2)cc1 | -11.0
N#CCC(=O)NN=Cc1c2ccccc2cc2ccccc12 | -7.7
CC(=O)c1cccc(NC(=O)CSc2ncnc3sc(C)c(C)c23)c1 | -8.0
COC(=O)c1sc(-c2ccccc2)cc1NC(=O)c1ccn(C)n1 | -10.0
CC(C)[C@H](NS(=O)(=O)c1cccc(C(F)(F)F)c1)C(=O)O | -9.0
CC(=O)Nc1ccc(SCCCC(=O)N2CCN(c3ccccc3Cl)CC2)nn1 | 0.0
O=C(Nc1nc2c(s1)CN(C(=O)c1ccco1)CC2)[C@@H]1CCCO1 | -22.0
Cc1ccc(Cl)cc1S(=O)(=O)NCC1CCN(C(C)C)CC1 | -9.0&2.0
O=C(Nc1cccc(-c2nc3ccccc3s2)c1)c1ccc(Oc2ccc(C(=O)Nc3cccc(-c4nc5ccccc5s4)c3)cc2)cc1 | -28.0
Cc1ccc(NC(=O)Nc2ccn3nccc3c2)cc1C | -2.0
O=C(Nc1cc(C(F)(F)F)ccc1Cl)C1CN(C(=O)COc2ccccc2F)C1 | 7.0
O=c1[nH]c(-c2ccccn2)cs1 | 63.3*
O=C(NN=Cc1cccc(O)c1)c1cc(-c2ccccc2)nc2ccccc12 | -6.9
Cc1[nH]c2ccccc2c1C=NNC(=O)Cn1nnc(-c2ccccc2)n1 | -8.1
COc1cc(C=NNC(=O)c2ccc(C)nc2)ccc1OC(=O)c1ccc2c(c1)OCO2 | -0.1
O=C(CCc1ccccc1)Nc1ccc2c(c1)CN(S(=O)(=O)c1ccccc1)CC2 | 3.0
O=C(Nc1ccccc1F)C1CN(S(=O)(=O)C2CC2)C1 | -13.0
CCCc1nnsc1C(=O)N1CCC(CSc2ccc(OC)cc2)CC1 | 17.0
CN1C(=O)c2cccc(NC(=O)C3CC3)c2C1=O | -2.0&0.0
Cc1cc(C)n2nc(C(=O)Nc3ccccc3-c3csc(-c4ccccc4F)n3)nc2n1 | -5.0
CN(C)S(=O)(=O)NCCn1nc(-n2ccc3ccccc32)ccc1=O | 15.0
c1ccc(-c2nnc(CNCc3cccs3)o2)cc1 | -13.0
COc1ccc(N(C)c2nnc(-c3ccc(NC(=O)c4cc5ccccc5o4)cc3)s2)cc1 | -7.0

(listing goes on)
smiles | SSB-PriA inh
Cn1cccc1C(O)CCNC(=O)Nc1ccc2c(c1)OCO2 (configuration not stated) | 11.0
O=C(NCc1ccc(Cl)cc1)N(Cc1ccoc1)Cc1cccs1 | 0.0
O=C(c1nnn(-c2ccccc2)c1CSc1ncccn1)N1CCN(c2cccc(Cl)c2)CC1 | -9.0
COCC(=O)Nc1cc(C)nn1-c1nc2c(c(=O)[nH]1)CCC2 | 22.0
O=c1c2nnn(Cc3cccc(F)c3)c2ncn1Cc1nc(-c2ccccc2Br)no1 | -21.0
COc1cc(C2N(Cc3ccccc3)CCN2Cc2ccccc2)c([N+](=O)[O-])cc1OC | 10.0
COc1ccc(Cl)cc1C(=O)NCC(C)(O)C1CC1 (configuration not stated) | -49.0
O=C(NCCOc1ccc(F)cc1)C1CN(C(=O)c2cnccn2)C1 | -11.0
Cn1nc(CNS(=O)(=O)c2ccc(Cl)s2)c2c1CCOC2 | 3.0
CC(=O)c1cccc(S(=O)(=O)N2CCCN(CCn3cccn3)CC2)c1 | -23.0
O=C(O)CN(CCCc1ccccc1)CC(=O)O | -3.0
O=C(NCCc1ccc(F)cc1)C(=O)NC[C@H]1CCCN1S(=O)(=O)c1ccccc1 | -16.0
COc1ccc(-c2cnc(CNC(C)=O)[nH]2)cc1 | 2.0
CCn1c(C)nc2cc(C(=O)NN=Cc3cccc(O)c3O)ccc21 | 13.9
O=C(NCc1cccnc1)C(=O)Nc1ccc(N2CCCS2(=O)=O)cc1 | -11.0
O=C(NCCOc1ccc(-c2ccco2)nn1)C1CCCC1 | -18.0
COC(=O)c1ccc(NC(=O)CN(C)c2nc3c(Cl)cccc3s2)cc1 | -14.0
O=C(Cc1cccs1)Nc1c(C(=O)Nc2ccc([N+](=O)[O-])cc2)oc2ccccc12 | 0.0
COc1cccc2cc(C(=O)NCC#CCOc3ccc4c(c3)OCO4)oc12 | 30.0
C#CCOc1cccc(-c2nnc(CC)o2)c1 | -18.0
Cc1c(C(=O)N2CCN(c3ccccc3)CC2)oc2c1C(=O)CCC2 | 6.0
O=C(Nc1ccc2c(c1)N(C(=O)c1cccs1)CC2)c1ccc(F)cc1 | -1.0
O=C(Cc1ccccc1Cl)N1CCSC(c2cc(F)ccc2F)CC1 (configuration not stated) | -15.0
O=C(Nc1cccs1)N1CCn2cccc2C1c1ccc(F)cc1 (configuration not stated) | 10.0
Cc1nc2ccc(NC(=O)c3ccc(S(=O)(=O)N(C)C)cc3)cc2c(=O)n1-c1ccc(Cl)cc1 | -6.0&10.0
COc1ccc(OC2CCN(C(=O)c3scnc3C)C2)nn1 (configuration not stated) | -13.0
O=C(NCc1cnn2c1CCCC2)c1ccc(S(=O)(=O)N2CCCC2)cc1 | -11.0
O=C(Nc1ccsc1-c1nc(C2CC2)no1)c1c(F)cccc1F | -4.0
COc1ccc(CCNC(=O)CC2CCCCN2S(=O)(=O)c2ccc(Cl)cc2)cc1OC (configuration not stated) | 5.0
CCOc1ccc(NC(=O)Cn2ccn(-c3ccc(OC)cc3)c2=O)cc1 | -5.0
O=C(NCC(O)c1ccoc1)NC1CCCCC1 (configuration not stated) | -4.0
CON=C(CNC(=O)c1ccc(F)cc1)c1ccc(Cl)cc1 | -2.3
CCOC(=O)c1ccc(NC(=O)Cc2cc(-c3cc4ccccc4o3)on2)cc1 | 1.0
Cc1c(Cc2ccccc2)sc(N=Cc2c(O)ccc3ccccc23)c1C(N)=O | -8.1
O=[N+]([O-])c1ccc(NS(=O)(=O)N2CCCCC2)cc1 | 9.0
COc1ccc(S(=O)(=O)C2CN(C(=O)c3ccccn3)C2)cc1 | -19.0
O=C(Cn1ncccc1=O)NCCc1ccccc1 | -9.0
Cc1cccc(C)c1NC(=O)c1ccc2nnsc2c1 | -21.0
Cc1ccc(C)c(-n2ncc3c(=O)[nH]cnc32)c1 | -8.0
COc1ccc([C@@H](O)CNC(=O)Cc2c(F)cccc2Cl)cc1OC | -8.0
COc1cccc(C=NNC(=O)c2c(C)nc3ccc(Cl)cn23)c1OC | -0.2
O=S(=O)(NCCOc1ccc(-c2ccc(F)cc2)nn1)c1ccccc1Cl | -14.0
CCOC(=O)c1nn(-c2ccc(F)cc2)c(=O)cc1N1CCN(C(=O)c2ccco2)CC1 | -5.0
Cc1nc(N(C)C)nc(C)c1NC(=O)c1ccccc1C(F)(F)F | 7.0
CN1CCN(C(=O)N2CCSC(c3ccccc3)CC2)CC1 (configuration not stated) | -18.0
O=C(c1nccc2ccccc12)N1CCc2nc3ccc(F)cn3c(=O)c2C1 | -14.0
O=C(CC1S\C(=N/N=C\C=C\c2ccccc2)NC1=O)Nc1ccc(Cl)cc1 (configuration not stated) | -5.0
C=CCn1c(SCC(=O)Nc2cccc(OC)c2)nc2scc(-c3ccc(F)cc3)c2c1=O | -5.0
Cc1nc(-c2ccco2)sc1CNC(=O)Nc1cccs1 | 5.0
CC(C)Cc1nc(SCC(=O)OCc2ccccc2)c2c(=O)n(C)c(=O)n(C)c2n1 | -18.0

Rewritten as labelled records: 4 of the compounds above
CN1CCN(C(=O)N2CCSC(c3ccccc3)CC2)CC1 (configuration not stated)
- SSB-PriA inh = -18.0
O=C(c1nccc2ccccc12)N1CCc2nc3ccc(F)cn3c(=O)c2C1
- SSB-PriA inh = -14.0
O=C(CC1S\C(=N/N=C\C=C\c2ccccc2)NC1=O)Nc1ccc(Cl)cc1 (configuration not stated)
- SSB-PriA inh = -5.0
C=CCn1c(SCC(=O)Nc2cccc(OC)c2)nc2scc(-c3ccc(F)cc3)c2c1=O
- SSB-PriA inh = -5.0

Other compounds follow.
smiles | SSB-PriA inh
O=C(NC(Nc1cccc2ccccc12)C(Cl)(Cl)Cl)c1cccc([N+](=O)[O-])c1 (configuration not stated) | 32.0
COc1ccc(Cc2nnc(NCc3cccnc3)[nH]c2=O)cc1 | -8.0&-2.0
CN(Cc1ccco1)S(=O)(=O)c1ccc(C(=O)Nc2sccc2C#N)cc1 | 6.0
Cc1cc(C)c(NC(=O)C(=O)NCCN2CCOC(c3ccccc3)C2)c(C)c1 (configuration not stated) | -14.0
CC(C)(C)c1cc(=O)[nH][nH]1 | -17.0&25.0
COc1ccc(-c2ccc(N3CCN(C(=O)c4ccccc4Cl)CC3)nn2)cc1 | 4.0
CCOC(=O)c1sc(NC(=O)CN2CCC(c3nc4ccccc4[nH]3)CC2)c(C(=O)OCC)c1C | -4.0
COc1cccc2sc(N(CCCN(C)C)C(=O)CCOc3ccccc3)nc12 | -21.0
C1CCC(Nc2nc(N3CCOCC3)nc(N3CCOCC3)n2)C1 | -20.0
CCOc1ccc(Nc2ncnc3sc(CC)cc23)cc1 | -12.0
Cn1cccc(C(=O)Nc2nc3c(s2)C(=O)NCCC3)c1=O | -10.0
Cn1cc(S(=O)(=O)N2CCCN(C(=O)Cn3c(=O)oc4ccccc43)CC2)cn1 | -18.0
COc1ccc(C)cc1NC(=O)Cn1cnc2c(-c3ccc(Cl)cc3)csc2c1=O | -2.0
N#Cc1ccc(Cl)cc1NC(=O)C(=O)NCC1CCN(C(=O)c2cccnc2)CC1 | -12.0
COc1ccc(-c2cccc(NC(=O)Nc3ccc(F)c(F)c3)c2)nn1 | -2.0
COc1cc(C=NNc2nc3ccccc3[nH]2)cc(Br)c1OCC(=O)N(C)C | 3.1
COc1ccccc1NC(=O)CSc1nnc(-c2cccc(C)c2)n1Cc1ccco1 | 59.3*
CCOc1ccc(-c2csc(-n3nc(C)cc3NC(=O)Cc3ccc([N+](=O)[O-])cc3)n2)cc1 | 5.0
CC(=NNC(=O)c1nc2ccccn2c1C)c1cc2ccccc2o1 | 0.0
O=C(Nc1cccs1)Nc1nc2c(s1)C(=O)NCCC2 | 5.0
CC(NC(=O)NCc1ccccc1)c1ccccc1 (configuration not stated) | 2.0
O=C(NCC(O)c1ccc2c(c1)CCO2)C(=O)Nc1cccc(C(F)(F)F)c1 (configuration not stated) | -3.0
Cn1nc2cc(Br)ccc2c1C(=O)N1Cc2cnc(N3CCOCC3)nc2C1 | -2.0
Cc1nc(-c2ccccc2NC(=O)Cc2ccc(F)cc2F)cs1 | -8.0
CC(=O)Nc1ccc(C(C)=NNc2nc(Nc3ccccc3)nc(N3CCOCC3)n2)cc1 | -10.1
COC(=O)c1sccc1S(=O)(=O)N1CCc2nc(NC(=O)c3cc(C)on3)sc2C1 | 6.0
CC(C)C(=O)N1CCN(c2ccc(N3CCOCC3)nn2)CC1 | -8.0
Cc1cc(-c2cccs2)nn1CCNC(=O)c1cc(Br)cs1 | 1.0
CC(=O)N1CCC[C@@H]1CN1CCC(CO)CC1 | -9.0
O=C(O)C1CCCCC1C(=O)NCCc1csc(-c2cccnc2)n1 (configuration not stated) | -5.0
Cc1ccccc1OCC(=O)Nc1ccc2c(c1)N(CCC(C)C)C(=O)C(C)(C)CO2 | 18.0
N#Cc1ccc(C(=O)Nc2ccc3c(c2)CCC(=O)N3Cc2ccccc2)cc1 | 4.0

High-throughput results as filed in PubChem BioAssay.

These rows are one share of the data, so the mix of outcomes need not match the whole.
